MCL1 BIM primary = MCL1-BIM-BH3 interaction inhibition (human). inhibition, % at 10.9 µM. AID 2057. GST-MCL1 / FITC-Bim-BH3 fluorescence polarization. Q07820. 0.68% of 320,000 active;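 active = inhibition above the mean inhibition of all tested compounds plus 3 SD, set per campaign, cut at about 40% in these data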;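 note: 0% = DMSO wells and 100% = unlabeled Bim-BH3 peptide control; higher means more loss of mP so more displacement of Bim peptide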
PAD4 inh = inhibitors of human PAD4 | recombinant PAD4, RCA probe fluorescence polarization | inhibition, % at 6.36 µM | AID 485272 | 0.41% of 330,000 active | Q9UM07;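 active = percent inhibition above a cutoff equal to the mean of all tested compounds plus 3 SD, cut at about 15% in these data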;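 note: 0% = PAD4 with RCA probe and DMSO and 100% = probe without PAD4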
Target sequence (Q9UM07 whole entry, looked up): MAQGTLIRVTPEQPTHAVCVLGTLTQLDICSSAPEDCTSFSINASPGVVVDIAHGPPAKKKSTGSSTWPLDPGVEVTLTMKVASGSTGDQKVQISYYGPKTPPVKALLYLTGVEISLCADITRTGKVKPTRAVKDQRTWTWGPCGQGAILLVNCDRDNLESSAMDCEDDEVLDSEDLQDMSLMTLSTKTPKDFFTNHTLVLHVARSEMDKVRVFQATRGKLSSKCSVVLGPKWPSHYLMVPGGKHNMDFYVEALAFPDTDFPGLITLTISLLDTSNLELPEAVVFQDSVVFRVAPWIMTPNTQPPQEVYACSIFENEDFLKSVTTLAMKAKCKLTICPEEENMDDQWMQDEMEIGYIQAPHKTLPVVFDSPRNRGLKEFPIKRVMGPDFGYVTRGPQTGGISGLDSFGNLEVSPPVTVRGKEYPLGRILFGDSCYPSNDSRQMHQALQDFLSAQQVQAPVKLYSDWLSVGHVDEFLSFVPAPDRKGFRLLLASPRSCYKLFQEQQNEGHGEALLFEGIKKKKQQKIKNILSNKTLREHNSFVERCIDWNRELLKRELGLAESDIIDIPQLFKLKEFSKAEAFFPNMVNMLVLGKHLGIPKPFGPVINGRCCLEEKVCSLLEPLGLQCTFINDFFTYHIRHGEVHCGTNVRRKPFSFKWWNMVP
Bcl-xL primary = Bcl-xL (human) inhibition. Q07817. 0.7% of 320,000 active. inhibition, % at 10.9 µM. GST-Bcl-xL / FITC-Bim BH3 peptide fluorescence polarization. AID 2129;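 active = inhibition above the mean of all tested compounds plus 3 SD, cutoff set per campaign, cut at about 30% in these data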;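 note: 0% = DMSO wells and 100% = unlabeled Bim-BH3 peptide competitor; inhibitors lower millipolarization by displacing the labeled peptide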
Target sequence (Q07817 whole entry, looked up): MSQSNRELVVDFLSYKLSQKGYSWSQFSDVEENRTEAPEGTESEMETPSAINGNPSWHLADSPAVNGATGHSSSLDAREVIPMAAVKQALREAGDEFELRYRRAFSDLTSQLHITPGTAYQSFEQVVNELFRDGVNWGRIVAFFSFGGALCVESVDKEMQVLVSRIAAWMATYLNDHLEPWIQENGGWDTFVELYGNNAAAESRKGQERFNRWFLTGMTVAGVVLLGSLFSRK
GSTO1 counter = blocks human GSTO1 in RBBP9 counter-screen; P78417; recombinant GSTO1, activity-based probe fluorescence polarization; inhibition, % at 5.96 µM; 1.1% of 300,000 active; AID 1974;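 active = inhibition above the campaign mean inhibition plus 3 SD, cut at about 35% in these data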;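 note: 0% = GSTO1-1 with DMSO and 100% = wells lacking GSTO1-1 enzyme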
PME-1 primary = PME-1 (human) inhibition; 0.53% of 320,000 active; recombinant PME-1, FP-Rh probe fluorescence polarization; inhibition, % at 5.9 µM; Q9Y570;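 active = inhibition above the campaign mean of all compounds plus 3 SD, cut at about 26% in these data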;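 note: competitive labeling of PME-1 active site by serine hydrolase directed probe; 0% = PME-1 with DMSO and 100% = wells lacking PME-1 enzyme; inhibitors block probe labeling so polarization falls and inhibition rises; many of its hits are not listed in these tables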
TPT1 inh = blocks Candida albicans tRNA 2'-phosphotransferase. recombinant caTPT1, FP RNA substrate dephosphorylation. inhibition, % at 5 µM. 0.81% of 300,000 active;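 active = inhibition above the mean of all tested compounds plus 3 SD, set per screening campaign, cut at about 24% in these data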;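 note: plate controls were DMSO alone for no effect and ferristatin control at 100 nM for full effect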
GLD-1 RNA inh = GLD-1-TGE RNA interaction inhibition (C. elegans). purified GLD-1 + fluorescein TGE RNA, fluorescence polarization. inhibition, % at 5.96 µM. 0.44% of 320,000 active;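 active = percent inhibition above a per-plate cutoff, the plate mean of test compounds plus 3 SD, cut at about 30% in these data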;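 note: 0% = DMSO wells with GLD-1 and probe and 100% = wells lacking GLD-1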
MEX-5 binding = C. elegans MEX-5 TCR-2 RNA binding activity. MEX-5/FITC-TCR2 RNA binding, fluorescence polarization; stronger effect = lower value. activity score (negative = inhibition of binding), % at 10 µM. 0.38% of 300,000 active;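 active = inhibition past about -25% in most replicates, and total fluorescence under double the plate's negative control median, limit read from the data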;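 note: 0% = DMSO and -100% = 5 µM competing unlabeled TCR2 RNA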
Fam108B counter = counter-screen for RBBP9 inhibitors: inhibitors of mouse Fam108B; AID 1947; recombinant Fam108B, FP-Rh probe fluorescence polarization; 0.33% of 300,000 active; inhibition, % at 9.51 µM;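 active = inhibition above the screen mean inhibition plus 3 SD, computed separately per campaign, cut at about 18% in these data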;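 note: inhibitors lower polarization as less probe binds the enzyme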
An asterisk follows results filed as active; . = no result given. Some of the compounds tested (hit frequency here may not be typical).

smiles	Bcl-xL primary	GSTO1 counter	TPT1 inh	MCL1 BIM primary	PME-1 primary	Fam108B counter	PAD4 inh	MEX-5 binding	GLD-1 RNA inh
CN1C(=O)C(C)(C)c2cc(S(=O)(=O)N3CCN(c4ccccc4F)CC3)ccc21	4.4	-0.1	-1.7	-2.6	1.3	-4.2	2.7	-0.5	7.8
CCCCc1ccc(NC(=O)CSCc2cc(=O)[nH][nH]2)cc1	-2.3	15.1	4.2	7.7	-3.3	3.8	-6.8	0.9	-1.7
O=C(Nc1cc(Br)ccc1O)c1cc(-c2ccco2)on1	0.4	-4.2	6.3	-6.0	-7.0	-1.4	-8.9	-2.8	3.2
O=C(Nc1nc(-c2ccccc2)cs1)c1cccc(S(=O)(=O)N2CCN(Cc3ccccc3)CC2)c1	1.9	-21.1	-0.9	7.5	-48.3	-39.2	-3.3	0.2	7.0
Cc1ccc(C2C(C(=O)c3cc4ccccc4o3)=C(O)C(=O)N2c2cc(C)on2)cc1 (configuration not stated)	-3.0	-21.7	1.6	-5.6	1.6	2.6	-13.7	-4.2	-6.2
CC(=O)N1N=C(c2ccc(C)cc2)OC1c1ccc(C)cc1 (configuration not stated)	4.6	4.9	-0.3	5.8	5.7	-0.1	-2.0	4.3	4.5
CCOCCCNC(=O)c1ccc2c(c1)ncn2-c1ccc(CC)cc1	0.0	2.7	-1.3	-0.4	2.2	-2.1	-2.6	1.3	1.6
Cc1onc(-c2c(Cl)cccc2Cl)c1C(=O)NC(=S)Nc1sc2c(c1C(N)=O)CCC(C)C2 (configuration not stated)	3.2	1.1	2.6	8.4	1.0	0.6	-1.1	-0.2	1.5
C=CCn1c(C(C)C)nc2ccccc21	-11.4	-1.2	-0.3	-5.8	4.0	-8.0	-1.9	2.7	-10.9
Cc1ccc(C(=O)O)cc1NC(=O)Nc1cccc2ccccc12	-1.7	-3.6	3.1	3.1	-5.0	-1.9	-4.1	3.0	5.0
COc1cccc(CNC(=O)CCS(=O)(=O)c2ccc3c(c2)oc(=O)n3C)c1	4.6	-1.0	-1.6	0.5	-2.1	2.0	-0.5	-1.9	-9.0
Cc1nonc1CN(C)C(=O)c1ccc(OC2CCN(C(=O)c3cccnc3)CC2)cc1	1.3	2.4	0.1	7.4	3.6	3.8	1.6	1.9	2.8
COc1ccc(CCC(=O)NCc2cccc(C(F)(F)F)c2)cc1	3.0	18.9	-4.0	0.7	7.0	2.6	2.9	1.9	-1.3
O=C(NCCN1CCOCC1)C(=O)NCc1ccc2c(c1)OCO2	0.7	-1.4	-2.7	4.6	-4.7	0.8	-1.9	-10.5	5.1
CCC(C(=O)O)N1C(=O)/C(=C/C(C)=C/c2ccccc2)SC1=S (configuration not stated)	28.8	0.1	0.1	27.9	0.7	1.1	-4.0	-4.3	1.5
CCOC(=O)Nc1c(C(=O)OC)[nH]c2cc(OC)ccc12	-2.6	1.1	-3.8	-8.3	2.0	-4.1	4.6	-4.9	2.9
CCOc1ccc(NC(=O)CSc2nnc(Cn3cnc4ccccc43)n2C)cc1	4.9	4.2	4.3	-1.9	-5.2	-3.6	1.2	0.6	-5.9
O=C(Nc1cc2c3c(c1)CC(=O)N3CCC2)c1ccc(Br)o1	0.6	11.7	-0.6	10.2	3.7	2.4	-6.7	-1.0	7.3
COCCN(CC(=O)NCC1CCCO1)C(=O)CCC(=O)Nc1ccccn1 (configuration not stated)	5.0	-5.0	-2.1	-1.2	-3.2	0.9	-2.5	1.2	5.6
Cc1cc(/C=C(\C#N)C(=O)NCc2cccs2)c(C)[nH]1	4.2	-1.9	3.9	6.4	2.4	2.4	-1.2	0.3	2.3

More records
smiles	Bcl-xL primary	GSTO1 counter	TPT1 inh	MCL1 BIM primary	PME-1 primary	Fam108B counter	PAD4 inh	MEX-5 binding	GLD-1 RNA inh
CCCc1cc(=O)[nH]c(/N=C(/NC(=O)c2ccccc2)Nc2ccc3c(c2)OCCO3)n1	-0.1	1.9	1.6	-1.6	1.4	0.7	-2.9	0.3	0.0
O=C1COc2ccc(C(=O)COC(=O)c3cnc(Cl)c(Cl)c3)cc2N1	1.9	3.4	-0.1	2.9	0.9	-6.7	-4.7	-1.0	-2.6
CCn1nc(C)c(Br)c1-c1nc(CS(=O)(=O)c2ccsc2)no1	2.8	13.7	-4.4	8.9	-4.7	-2.9	2.2	0.2	-0.6
CCN1CCN(c2ccc(S(=O)(=O)N3CCCCC3)cc2NC(=O)Cc2ccc(OC)cc2)CC1	-6.7	-0.3	3.0	-13.3	8.4	1.6	-1.0	-3.6	3.9
COCCn1c(SCC(=O)NC2CCCCC2)nc2c(c1=O)SCC2	3.8	-14.3	-3.6	3.4	0.8	-6.6	3.1	-0.6	5.2
COc1cccc(OCCCn2cc(/C=C3/C(=N)N4C=C(C)SC4=NC3=O)c3ccccc32)c1	58.7*	-8.3	-7.0	66.0*	-16.3	-18.5	-2.7	-29.2*	6.3
CC(C)C[C@H]1CN=C(Nc2ccccc2)N1CCC1CCCC1	7.3	4.6	0.2	8.8	1.8	1.3	-1.1	0.1	4.8
CC1CC1c1ccc(/C=C(\C#N)C(=O)Nc2cccc(Cl)c2Cl)o1 (configuration not stated)	-3.1	1.2	1.7	-9.6	-8.7	-5.1	-2.2	-6.5	-0.9
CC(C)c1ccc(C2(C)NC(=O)N(CC(=O)N3CCN(C(=O)c4cccs4)CC3)C2=O)cc1 (configuration not stated)	-3.4	.	.	2.1	-1.4	.	5.2	.	4.2
NS(=O)(=O)c1ccc(NCc2ccccc2OCc2ccc(F)cc2)cc1	6.5	3.8	0.3	7.5	-5.4	-3.1	-2.2	0.0	1.9
CCOC(=O)C1CCN(C(=O)c2cc3cc4ccc(OC)cc4nc3o2)CC1	1.2	0.6	-0.8	1.4	7.2	-3.0	3.0	.	3.9
Cc1ccc(NC(=O)C2CC(=O)N(c3ccc4c(c3)OCCO4)C2)cc1S(=O)(=O)N1CCCCCC1 (configuration not stated)	2.9	0.9	-3.2	-2.5	-1.9	1.9	-3.5	0.9	-3.3
Cc1ccc(C(C)NC(=O)c2c(-c3ccccc3)noc2C)cc1C (configuration not stated)	5.4	-0.4	-2.0	1.7	2.3	2.6	0.7	-1.1	3.5
FC(F)Oc1ccccc1NC(=S)Nc1cccnc1	2.2	0.5	1.3	4.2	3.0	1.6	-2.7	-1.9	-1.9
Cn1c(=O)n(CC(=O)NC2CCCCC2)c(=O)c2ccccc21	2.0	0.6	-3.5	-4.9	-7.1	-2.6	-0.8	0.6	2.0
O=C(NCCOc1ccc(F)cc1)C1CCN(S(=O)(=O)c2ccccc2)CC1	4.0	6.4	-1.0	4.8	5.0	-5.8	-0.8	-0.3	1.1
C[C@@H](OC(=O)N(C)Cc1ccccc1)[C@H]1O[C@]2(C)CCCC[C@H]1O2	-4.4	.	.	7.3	-1.1	.	2.8	.	6.9
Clc1cccc(Sc2ccc(-c3ccccn3)s2)c1	-1.8	3.2	-0.8	-6.5	0.4	-6.2	-1.9	1.7	10.7
COC(=O)c1ccc(NC(=O)c2cccc(C)c2[N+](=O)[O-])cc1	1.1	-0.1	-1.7	-3.1	1.0	0.8	-2.5	3.3	-1.1
COc1cccc(C(=O)NC2C(=O)N3C(C(=O)O)=C(COC(C)=O)CSC23)c1 (configuration not stated)	8.6	.	.	21.0	-4.1	.	2.9	.	5.9

(continued)
smiles	Bcl-xL primary	GSTO1 counter	TPT1 inh	MCL1 BIM primary	PME-1 primary	Fam108B counter	PAD4 inh	MEX-5 binding	GLD-1 RNA inh
Cc1cccnc1NC(=O)Nc1cccc(Cl)c1	9.2	2.8	2.6	0.3	7.7	-3.7	2.4	-1.5	1.5
CNC(=S)N(CCc1c(C)[nH]c2ccc(Cl)cc12)Cc1cccnc1	4.2	1.0	-1.9	4.8	6.6	-1.9	4.8	0.6	2.4
CC(C)c1ccc(C(=O)NCc2ccc(Cl)cc2)cc1	2.5	3.4	1.4	9.4	-4.8	1.4	-0.1	2.3	4.5
COCCOc1ccc(C(F)(F)F)cc1NC(=O)COC(=O)C1=COCCO1	1.9	-3.8	-0.5	-2.8	5.1	-0.7	-10.7	0.1	3.6
Cc1ccc2c(c1)NC(=O)C(CC(=O)NCCCN1CCCCC1C)O2 (configuration not stated)	7.9	1.7	-0.8	5.9	1.6	0.2	-1.0	1.1	5.8
O=C(CNCc1ccco1)Nc1cccc(S(=O)(=O)N2CCCCC2)c1	3.8	-3.5	2.5	-3.0	4.7	4.4	-9.1	-3.5	2.4
Cn1c(N2CCN(C(=O)NC34CC5CC(CC(C5)C3)C4)CC2)nc2ccccc21	-0.1	0.2	0.2	7.0	-10.8	1.1	0.1	-4.0	1.4
COc1ccc(O)c(C=Nc2cc(NC(C)=O)c(Cl)cc2Cl)c1	7.9	-4.8	-2.6	3.3	1.6	-5.9	1.7	0.0	1.7
Cc1ccc(S(=O)(=O)N2CCN=C2SCc2cccnc2)cc1	7.2	16.4	0.1	1.8	2.7	3.4	6.8	-2.6	2.3
CCN(C(=O)CSc1nc2nc(C)cc(C)n2n1)c1ccccc1	3.1	18.6	-1.0	10.6	3.0	1.2	-2.7	3.4	3.2
CCC(C)NC(=O)Cn1nc(Cc2ccncc2)c2ccccc2c1=O (configuration not stated)	-4.6	4.1	-2.2	-2.9	0.3	-2.1	6.0	1.0	2.3
Cc1ccc(C)c(C(=O)COC(=O)c2ccccc2N2C(=O)C3C4CCC(C4)C3C2=O)c1 (configuration not stated)	1.1	5.2	-5.2	4.7	5.3	2.1	-7.0	-0.2	-7.9
O=C1CCCc2ccccc2N1Cc1ccc(Cl)cc1	8.5	4.4	-6.9	3.1	5.3	-3.2	-4.2	-1.9	-5.3
COc1c(Cl)cc(C(=O)Nc2ccccc2C(=O)O)cc1Cl	4.4	-49.9	-0.7	2.4	-47.0	0.0	3.7	1.1	-0.5
O=C(O)c1ccc(NC(=O)c2cccc(S(=O)(=O)Nc3ccc(C(=O)O)cc3)c2)cc1	2.2	-0.3	3.2	0.7	-7.4	3.1	-0.8	-4.0	5.7
COc1ccc(NC(=O)COC(=O)CCC(=O)c2cccs2)cc1OC	-0.1	.	.	-4.3	-1.5	.	0.9	.	6.9
O=C(CSCc1ccccc1)Nc1cc([N+](=O)[O-])ccc1F	7.3	10.9	-0.8	10.3	3.4	1.9	2.4	0.2	-0.9
CCC(=O)Nc1ccc(NC(=S)NC(=O)Cc2ccccc2)cc1	6.4	3.3	3.2	12.4	-5.4	-2.0	3.1	-0.2	2.5
O=C(CCCn1cnc([N+](=O)[O-])n1)Nc1ccc(Cl)cc1Cl	0.9	0.8	0.9	-4.8	-4.9	0.5	-4.4	-2.2	3.8
Cc1cc2c(cc1S(=O)(=O)Nc1ccc(OC(F)(F)F)cc1)OCC(=O)N2	-1.5	1.6	-0.9	0.4	-5.8	-0.1	-1.8	-1.9	0.3
Cc1nc(N2CCN(c3ccccn3)CC2)c2c(C)c(C(=O)Nc3ccccc3F)sc2n1	0.1	-3.4	0.4	1.2	5.2	-6.0	-0.4	-1.0	-6.8
Cc1nc(NC(=S)Nc2ccccc2)sc1C	7.8	-0.8	1.7	18.6	3.9	4.0	-7.2	0.4	3.2

A few values from the list:
Reading of Cc1nc(N2CCN(c3ccccn3)CC2)c2c(C)c(C(=O)Nc3ccccc3F)sc2n1 in GSTO1 counter: -3.4
Reading of O=C(CSCc1ccccc1)Nc1cc([N+](=O)[O-])ccc1F in PME-1 primary: 3.4
